APE1 inh – APE1 (human) endonuclease inhibition; recombinant APE1, TAMRA/BHQ-2 abasic DNA cleavage fluorescence; P27695; Potency, µM (series often up to 65.8 µM), for the others: at the highest dose activity change, negative = inhibition, hits mostly inhibitors; actives 0.35% (n = 350,000);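 note: potency is the fitted concentration of half-maximal effect; plate controls were vehicle for no effect and reference inhibitor for full effect; nearly all actives have a fitted effect of over 55% in size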
Target sequence (P27695 whole entry, looked up): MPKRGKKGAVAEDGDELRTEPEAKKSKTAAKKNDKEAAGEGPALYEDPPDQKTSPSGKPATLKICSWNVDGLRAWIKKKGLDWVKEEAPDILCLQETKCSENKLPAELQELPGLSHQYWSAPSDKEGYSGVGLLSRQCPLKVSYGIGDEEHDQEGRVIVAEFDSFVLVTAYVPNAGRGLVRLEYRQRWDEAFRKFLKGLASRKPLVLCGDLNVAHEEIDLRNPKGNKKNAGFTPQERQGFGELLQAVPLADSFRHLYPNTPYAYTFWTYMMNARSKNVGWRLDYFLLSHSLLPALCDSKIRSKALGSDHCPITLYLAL
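Incision of a quenched TAMRA/BHQ-2 THF abasic-site duplex (50 nM) by 0.75 nM APE1, after 15 min compound preincubation, measured as fluorescence increase over three 60 s reads. Values normalized to buffer, DMSO and NSC13755 control wells.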
Apoferritin bind – binds horse apoferritin like a general anesthetic; apoferritin/1-aminoanthracene competitive binding, fluorescence; Potency, µM (series often up to 77.5 µM), inactives show top-dose activity change, negative = displacement, most hits filed as inhibitors; actives 0.074% (n = 350,000); AID 485281; note: potency is the fitted concentration of half-maximal effect; % is set by controls: 0 for no effect and ±100 for the full control effect; nearly all actives have a fitted effect of over 20% in size
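Apoferritin-based anesthetic binding model; compound displacement of fluorescent 1-AMA measured as endpoint fluorescence after 10 minutes at room temperature, scaled to free-ligand and complex controls.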
Pol beta inh – inhibitors of human DNA polymerase beta; Pol beta primer extension/strand displacement, fluorescence kinetic; P06746; Potency, µM (doses to about 114 µM), inactives show at the highest dose activity change, negative = inhibition, most hits filed as inhibitors; AID 485314; actives 1.3% (n = 340,000); note: potency is the fitted concentration of half-maximal effect; % is set by controls: 0 for no effect and ±100 for the full control effect
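Kinetic readout of DNA synthesis with strand displacement by Pol beta. Compound and 10 nM enzyme sit 15 min at room temperature; 50 nM substrate starts the reaction, read immediately and at 10 min.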
PGK inhibitor – blocks T. brucei phosphoglycerate kinase; PGK/GAPDH coupled, Kinase-Glo luminescence, 60 min; Potency, µM (titrated, usually from 57.5 µM), for the others: at the highest dose activity change, negative = inhibition, most hits filed as inhibitors; actives 0.043% (n = 380,000); AID 602233; note: potency is the fitted concentration of half-maximal effect; % is set by controls: 0 for no effect and ±100 for the full control effect; nearly all actives have a fitted effect of over 60% in size
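Recombinant glycosomal PGK reaction used 1,3-bisphosphoglycerate generated in-well by GAPDH (100nM final) in 100mM TEA pH 7.6, 5mM MgCl2, 0.01% Tween-20. After 60 minutes at room temperature, ATP was read by Kinase-Glo Plus luminescence end-point.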
POLH inh – DNA polymerase eta (human) inhibition. Q9Y253. recombinant Pol eta, fluorescent DNA replication assay. Potency, µM (series often up to 114 µM), without a hit: at the highest dose activity change, negative = inhibition, most hits filed as inhibitors. actives 1.2% (n = 390,000). AID 588591; note: potency is the fitted concentration of half-maximal effect; % is set by controls: 0 for no effect and ±100 for the full control effect
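Fluorescent replication assay: 50 nM final substrate added after a 15 min room-temperature compound preincubation with 10 nM enzyme. Signal taken at 0 min and again at 10 min.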
RXFP1 antagonist – RXFP1 (human) relaxin receptor antagonism; HEK293-RXFP1, relaxin-stimulated cAMP HTRF, 30 min; active compounds read low; activity change, negative = inhibition, % at 57.5 µM; actives 0.59% (n = 350,000); AID 1259400;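 active = activity change of -60% or lower, but not beyond a set lower limit; inconclusive = change between -60% and -40%, or beyond the set limit; inactive = change above -40%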; note: % is set by controls: 0 for no effect and ±100 for the full control effect
Pol kappa inh – DNA polymerase kappa (human) inhibition | purified Pol kappa, fluorescent DNA synthesis assay, 10 min | Potency, µM (series often up to 107 µM), inactives show top-dose activity, negative = inhibition, hits mostly inhibitors | actives 0.53% (n = 400,000) | AID 588579; note: potency is the fitted concentration of half-maximal effect; % is set by controls: 0 for no effect and ±100 for the full control effect
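Enzyme at 10 nM met test compounds for 15 min at room temperature. Substrate addition (50 nM final) began the reaction, which was monitored by fluorescence at 0 and 10 min.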
Pol iota inh – DNA polymerase iota (human) inhibition; Q9UNA4; Pol iota fluorescent replication assay, 10 min; Potency, µM (highest dose often 115 µM), inactives show top-dose activity, negative = inhibition, usual class: inhibitors; actives 1% (n = 390,000); AID 588590; note: potency is the fitted concentration of half-maximal effect
Target sequence (Q9UNA4 whole entry, looked up): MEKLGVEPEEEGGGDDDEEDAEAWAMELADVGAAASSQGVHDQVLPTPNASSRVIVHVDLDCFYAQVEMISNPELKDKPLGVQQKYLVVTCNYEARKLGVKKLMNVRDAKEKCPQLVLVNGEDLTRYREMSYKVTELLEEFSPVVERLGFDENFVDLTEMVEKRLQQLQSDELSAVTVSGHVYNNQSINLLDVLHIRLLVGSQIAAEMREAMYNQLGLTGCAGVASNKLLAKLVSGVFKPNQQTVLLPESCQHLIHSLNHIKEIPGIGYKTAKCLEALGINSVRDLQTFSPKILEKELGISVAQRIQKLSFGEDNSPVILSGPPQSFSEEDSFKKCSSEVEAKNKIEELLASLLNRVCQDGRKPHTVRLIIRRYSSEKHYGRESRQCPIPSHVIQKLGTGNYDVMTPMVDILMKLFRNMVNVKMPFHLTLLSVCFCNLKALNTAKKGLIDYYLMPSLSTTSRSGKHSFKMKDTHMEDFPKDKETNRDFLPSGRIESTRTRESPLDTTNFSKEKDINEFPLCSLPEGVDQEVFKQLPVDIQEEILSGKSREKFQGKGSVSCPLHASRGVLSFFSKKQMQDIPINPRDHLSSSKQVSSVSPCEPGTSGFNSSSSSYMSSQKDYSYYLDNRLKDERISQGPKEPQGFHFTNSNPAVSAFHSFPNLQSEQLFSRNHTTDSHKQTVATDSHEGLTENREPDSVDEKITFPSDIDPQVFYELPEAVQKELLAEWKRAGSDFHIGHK
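Fluorescent replication assay read twice, at 0 min and 10 min after adding 50 nM (final) substrate. Enzyme (10 nM) and compounds were first incubated 15 min at room temperature; enzyme-free buffer wells were negative controls.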
BLM helicase inh – inhibitors of human Bloom syndrome helicase BLM; P54132; recombinant BLM DNA unwinding, fluorescence dequenching; actives 0.2% (n = 350,000); Potency, µM (series often up to 56.1 µM), for inactives: top-dose activity change, negative = inhibition, hits mostly inhibitors;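 note: potency is the fitted concentration of half-maximal effect; plate controls were vehicle for no effect and no enzyme for full effect; nearly all actives have a fitted effect of over 35% in size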
Active calls of the source: *; i = inactive; ? = inconclusive; / = not tested or not shown; [ ] = another dose, or the depositor's remark. Unless noted, calls come from the whole dose curve; as a rule, active = well fitted curve in the direction sought with a large enough effect; inconclusive = small, poorly fitted or top-dose-only effect, or another doubt; inactive = no such curve, though single readings can be large; an effect the other way counts as inactive or inconclusive. A portion of the library. The share of hits here may be higher or lower than overall.

Values run as follows: APE1 inh	Apoferritin bind	Pol beta inh	PGK inhibitor	POLH inh	RXFP1 antagonist	Pol kappa inh	Pol iota inh	BLM helicase inh
CCN(c1ccccc1)S(=O)(=O)c1ccc(OCC(=O)N2CCCC2)cc1
    16.7%	/	/	-9.8%	-11.0%	-8.9	9.6%	-1.2%	/
CCOC(=O)c1c(C)[nH]c(C)c1S(=O)(=O)N1CCC(C(=O)N2CCN(c3ccccc3)CC2)CC1
    /	-8.3%	1.4%	9.5%	-15.7%	-3.8	-9.6%[60.1 µM]	14.6%	-10.4%
CCOC(=O)CN1C(=O)C(O)=C(C(C)=O)C1c1ccc(F)cc1 (stereo not drawn)
    1.4%	-3.8%	5.2%	-2.9%	7.2%	6.2	-5.0%	-2.1%	-0.3%
C=CCc1cc(Cl)ccc1OCCn1ccnc1
    58.9%[activator]	-1.9%	-8.3%	-6.0%	-17.6%	7.7	-15.6%	44.2%[activator]	-0.7%
COc1ccc(/C=C\c2nc(=O)c3ccccc3o2)cc1
    12.0%	-15.1%	23.1%	i	-2.9%	-11.8	-20.6%	29.2%	-9.1%
CN(Cc1ccccc1)C(=O)CSc1nc2ccsc2c(=O)n1-c1ccc(F)cc1
    /	-5.1%	6.6%	-6.5%	-5.3%	-18.8	-7.5%[60.1 µM]	10.8%	0.6%
CCn1nc(NC(=O)C(C)C)c2cc3ccc(C)cc3nc21
    -3.2%	42.7%[activator]	-0.5%	-1.5%	-23.5%	15.6	9.0%	30.3%[activator]	-2.0%
O=C(CN1C(=O)C(=O)N(CCC2=CCCCC2)C1=O)Nc1ccc(F)cc1F
    6.8%	/	/	-0.7%	-21.1%	-0.4	0.5%	18.5%	/
CCOC(=O)c1c(C)[nH]c(C(=O)OCC(O)=C(C#N)c2nc3ccccc3[nH]2)c1C
    /	/	/	-5.7%	?	-24.7	-18.8%	3.9%	/
CC1CCCN(CC(O)COCC2COc3ccccc3O2)C1 (stereo not drawn)
    4.4%	-5.0%	0.6%	-10.6%	-12.4%	-2.2	-4.2%	10.2%	0.1%

3 entries picked at random from the list so far:
Values run as follows: APE1 inh	Apoferritin bind	Pol beta inh	PGK inhibitor	POLH inh	RXFP1 antagonist	Pol kappa inh	Pol iota inh	BLM helicase inh
CCN(c1ccccc1)S(=O)(=O)c1ccc(OCC(=O)N2CCCC2)cc1
    16.7%	/	/	-9.8%	-11.0%	-8.9	9.6%	-1.2%	/
COc1ccc(/C=C\c2nc(=O)c3ccccc3o2)cc1
    12.0%	-15.1%	23.1%	i	-2.9%	-11.8	-20.6%	29.2%	-9.1%
O=C(CN1C(=O)C(=O)N(CCC2=CCCCC2)C1=O)Nc1ccc(F)cc1F
    6.8%	/	/	-0.7%	-21.1%	-0.4	0.5%	18.5%	/

(continued)
Values run as follows: APE1 inh	Apoferritin bind	Pol beta inh	PGK inhibitor	POLH inh	RXFP1 antagonist	Pol kappa inh	Pol iota inh	BLM helicase inh
CCN(CC)CCN(C(=O)CCS(=O)(=O)c1ccccc1)c1nc2cc(C)cc(C)c2s1
    18.8%	-6.9%	22.3%	i	-11.2%	-4.0	7.1%	11.5%	-7.4%
COc1cc(CNC23CC4CC(CC(C4)C2)C3)ccc1OCc1ccccc1
    -0.2%	?	6.6%	0.5%	-3.9%	-10.4	-14.2%	3.2%	-11.0%
CS(=O)(=O)C1=NN2C(=N)/C(=C\c3ccc(OCCOc4ccccc4)cc3)C(=O)N=C2S1
    4.9%	-7.3%	?	-4.2%	44.7µM*	-4.5	-19.7%	?	-25.7%
COc1ccccc1NC(=O)Nc1nnc(Cc2ccc(F)cc2)s1
    -8.0%	?	-4.9%	2.2%	-11.3%	-3.1	-0.3%	4.3%	-3.7%
O=C(CSc1nc2ccc(Nc3nc(N4CCOCC4)nc(N4CCOCC4)n3)cc2s1)Nc1ccccc1F
    -24.6%	-0.1%	16.3%	9.8%	-16.4%	5.0	-7.0%	18.7%	-4.9%
O=C(NCCC1CCCCN1S(=O)(=O)c1ccc(F)cc1)C(=O)NC1CC1 (stereo not drawn)
    -6.2%	/	/	-5.4%	-14.1%	-8.1	0.6%	20.5%	/
COc1cccc(NC(=O)CN(C)C(=O)/C=C/c2cn(-c3ccccc3)nc2-c2cccs2)c1
    -5.1%	/	/	2.5%	-5.6%	-1.2	-6.4%	50.6%[activator]	/
COc1ccc(CC(=O)NC(CC(=O)O)c2cccc([N+](=O)[O-])c2)cc1 (stereo not drawn)
    -5.2%	0.1%	16.1%	5.8%	-8.8%	-11.7	1.8%	90.6%[activator]	3.6%
CCOCCn1ccc2c(OCC(=O)Nc3cccc([N+](=O)[O-])c3)cccc2c1=O
    /	11.0%	0.7%	i	-21.2%	/	1.6%[60.1 µM]	27.9%	-2.4%
Cc1ccc(-n2ncc(C(=O)NC3CCN(Cc4ccccc4)CC3)c2C2CCN(C(=O)OC(C)(C)C)CC2)cc1C
    /	-16.1%	-14.9%	i	-8.5%	?	-8.5%	8.1%	-4.9%
CC1=NN(C(=O)c2csc(C(C)C)c2)C(O)(C(F)(F)F)C1 (stereo not drawn)
    0.8%	-12.7%	0.6%	-2.7%	-22.1%	-4.9	-8.9%	3.9%	-0.8%
COCCCNC(=O)CCCN1C(=O)c2cccnc2Sc2ccccc21
    -17.8%	32.7%[activator]	7.1%	-0.8%	-1.4%	6.7	-7.6%	-11.5%	-0.7%
Cc1ccc(CN2CCN(/N=C/c3ccccc3)CC2)cc1
    -8.0%	-8.2%	-6.2%	i	-7.7%	?	-1.9%	40.6%[activator]	-5.4%
CCOC(=O)Cn1c(CN2CC(C)OC(C)C2)nc2c1c(=O)n(C)c(=O)n2C (stereo not drawn)
    -5.8%	29.0%	16.6%	-0.2%	-15.6%	-2.3	1.1%	18.5%	0.8%
CCCCC(=O)Nc1cc(OC)c(NC(=S)NC)cc1OC
    1.2%	-3.3%	35.3%	i	-7.0%	-0.1	-22.0%	15.8%	-1.0%
CC(=NNC(=S)Nc1cccc(Cl)c1)c1ccccn1
    /	/	/	1.0%	-20.3%	16.3	-25.2%	20.1%	/
CC(O)C(NS(=O)(=O)c1ccc(Cl)cc1)C(=O)OCC(=O)c1c[nH]c2ccccc12 (stereo not drawn)
    -2.6%	-13.1%	17.0%	-7.5%	-5.8%	?	-4.3%	21.4%	-2.3%
CCn1cnc2c(=O)oc3ccc(S(=O)(=O)N4CCN(c5cc(C)ccc5C)CC4)cc3c21
    /	-9.8%	0.8%	i	-14.5%	-24.7	0.0%	20.1%	-1.2%
COC(=O)c1ccc(C(=O)Nc2ccc3c(c2)C(=O)NC3=O)cc1
    -11.1%	-2.5%	-28.7%	7.1%	-0.1%	2.4	-34.9%	-17.8%	-13.0%
COc1cc(-c2nnc(SCC(=O)NCc3ccccc3Cl)o2)cc(OC)c1OC
    /	-15.1%	8.3%	-5.6%	-24.1%	-4.9	?	?	-0.6%
Cc1cc(NCCCO)n2c(nc3ccccc32)c1C#N
    1.5%	199.1%[activator]	-4.5%	-3.8%	-5.5%	-15.1	-7.8%	34.7%[activator]	1.5%
COCCCNC(=O)c1oc2c(c1C)-c1nn(Cc3cccc(Cl)c3)cc1CC2
    /	6.0%	-7.4%	9.1%	-8.5%	-16.1	-7.8%	?	-12.8%
COc1cc(C(=O)N(C)c2nnc(-c3cccnc3)s2)cc(OC)c1OC
    1.0%	-4.2%	3.1%	/	/	/	/	/	2.1%
O=C(O)CCN1c2ccccc2Sc2ccccc21
    2.8%	-5.0%	0.0%	-6.1%	-12.2%	4.5	-1.0%	-4.2%	-2.1%
O=C(O)CC1(CC(=O)Nc2ccccc2N2CCOCC2)CCCC1
    12.3%	2.5%	10µM*	-8.3%	-15.8%	1.3	-3.2%	28.0%	-5.3%
CCCCN(C(=O)c1cccc(S(=O)(=O)N(C)c2ccc(C)cc2)c1)c1c(N)n(CC(C)C)c(=O)[nH]c1=O
    /	/	/	i	-12.1%	0.6	-0.9%	-0.8%	/
CCCC/C(=N\NC(=O)c1ccc(Br)o1)c1ccccc1
    7.2%	0.0%	35.4%	-5.3%	-18.9%	-10.9	-5.3%	114.1%[activator]	0.2%
CCN(CC(=O)Nc1c(F)cccc1F)C(=O)c1ccc(S(=O)(=O)NCc2ccco2)cc1
    30.0%	/	/	-6.1%	-17.3%	-13.0	-8.3%	-5.2%	/
O=C(Nc1ccccc1F)NC1CCCCCCC1
    13.0%	?	18.4%	-11.6%	-6.3%	-5.1	-14.8%	5.7%	-1.5%
CC(C)(C)C(=O)N1CCN(c2nc3ccccc3s2)CC1
    19.5%	-6.2%	0.2%	0.9%	-6.7%	8.8	-2.5%	-3.0%	-2.3%
CC(=O)Nc1ccc(NC(=O)c2cc(-c3ccc(C)cc3O)n[nH]2)cc1
    -17.2%	6.6%	0.8%	-11.7%	-19.9%	3.9	6.0%	?	-2.8%
CSc1nc(N)n2nc(-c3ccccc3)cc2n1
    0.6%	4.9%	0.0%	-18.6%	-14.2%	-24.5	0.6%	12.0%	-8.0%
CCc1c(C(=O)NC2CCCCC2)[nH]c(C)c1C(C)=O
    -2.4%	-4.5%	13.7%	-6.2%	-4.1%	-0.1	-4.3%	10.8%	-2.0%
COc1cnc(-c2ccccc2)nc1Oc1cccc(C)c1
    -2.8%	-8.9%	13.2%	2.4%	-14.0%	-12.4	-20.7%	6.1%	-6.1%
O=C(c1ccco1)N1CCN(C(=O)c2ccco2)C1=S
    /	/	/	i	-8.2%	-0.3	-10.2%	-4.4%	/
Cc1ccc(NC(=O)Cn2cc(C(F)(F)F)cc(Cl)c2=O)cc1Cl
    -0.7%	-3.9%	90.4%	-6.8%	-11.0%	7.2	-8.6%	60.0%[activator]	-2.9%
